TRPC6 inh: mouse TRPC6 channel inhibitors, primary screen, cell-based, HEK293, membrane potential dye; Short transient receptor potential channel 6 (Mus musculus), Q61143; ACh-evoked depolarization; stronger effect = lower value; B-score at 10 µM; actives 1.1% (n = 310,000); AID 2553, 2010;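 active = B-score under library mean minus 3 SD, initial fluorescence not abnormally high, positive integrated signal ratio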;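 note: B-score derived from integrated fluorescence ratio over the kinetic read; more negative B-score means stronger inhibition of depolarization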
RGS4 block: RGS4 inhibitors, primary screen, cell-based, HEK293 M3R inducible RGS4, calcium flux | B-score at 10 µM | Regulator of G-protein signaling 4 (Homo sapiens), P49798 | actives 0.45% (n = 310,000) | Fluo-4 calcium flux; stronger effect = higher value; triggered by carbachol at its EC20;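 active = B-score, a plate-corrected calcium signal, over three deviations above library mean, with baseline fluorescence within five deviations of library mean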;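 note: RGS4 expression induced by doxycycline in cells with stable M3 receptor; B-score is computed from the integrated fluorescence ratio over baseline after carbachol; higher B-score means a larger calcium signal and so more RGS4 inhibition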
Target sequence (P49798 whole entry, looked up): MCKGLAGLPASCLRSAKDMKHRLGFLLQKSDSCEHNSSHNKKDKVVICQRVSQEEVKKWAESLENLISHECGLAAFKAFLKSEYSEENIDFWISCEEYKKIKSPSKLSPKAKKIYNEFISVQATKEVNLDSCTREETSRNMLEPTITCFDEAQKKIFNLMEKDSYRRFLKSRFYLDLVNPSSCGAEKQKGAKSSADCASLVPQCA
TRPC6 activator: mouse TRPC6 channel activators, primary screen, cell-based, HEK293, membrane potential dye; Short transient receptor potential channel 6 (Mus musculus), Q61143; HEK293-TRPC6 membrane potential dye fluorescence; stronger effect = higher value; B-score at 10 µM; actives 0.13% (n = 310,000);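 active = B-score of the integrated fluorescence ratio above library mean plus 3 SD, and starting fluorescence ratio within library mean plus 5 SD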;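 note: higher score means more depolarization so channel activation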
MrgX1 agonist: agonists of human MrgX1 receptor, primary screen, HEK293 cells, Fluo-4 calcium flux. Mas-related G-protein coupled receptor member X1 (Homo sapiens), Q96LB2. Fluo-4 calcium fluorescence, agonist mode; stronger effect = higher value. actives 0.44% (n = 310,000). AID 588627, 2011. B-score at 10 µM;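 active = calcium response B-score plate-corrected fluorescence ratio at least 3 library SD, with starting fluorescence B-score inside 5 SD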
Target sequence (Q96LB2 whole entry, looked up): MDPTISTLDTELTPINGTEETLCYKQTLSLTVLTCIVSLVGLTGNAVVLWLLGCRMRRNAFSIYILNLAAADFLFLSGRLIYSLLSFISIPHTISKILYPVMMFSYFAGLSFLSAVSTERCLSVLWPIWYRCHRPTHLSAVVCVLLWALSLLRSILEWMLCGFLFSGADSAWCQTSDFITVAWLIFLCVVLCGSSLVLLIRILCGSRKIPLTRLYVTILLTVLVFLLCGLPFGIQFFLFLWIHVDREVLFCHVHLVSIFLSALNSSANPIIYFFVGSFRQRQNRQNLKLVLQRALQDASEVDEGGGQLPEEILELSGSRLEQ
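Material: HEK293 cells stably expressing human MrgX1 receptor | Quantity: 15,000 cells per well | Times: Cells plated overnight, dye loaded 0.5 h 37 °C, 0.5 h room temperature | Measured by: Kinetic Fluo-4 NW fluorescence of intracellular calcium | Control set: Positive and negative controls per plate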
MrgX1 allo act: positive allosteric modulators of MrgX1, primary screen, HEK293 cells, Fluo-4 calcium flux | Mas-related G-protein coupled receptor member X1 (Homo sapiens), Q96LB2 | FDSS; stronger effect = higher value | B-score at 10 µM | actives 0.63% (n = 310,000) | AID 588675, 2011;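 active = plate-corrected calcium response at least 3 library SD above typical, normal starting fluorescence, not activating the receptor alone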;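 note: compound read alongside a low EC10 to EC30 dose of BAM8-22 agonist; peak minus trough fluorescence over baseline measured at the second addition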
Platelet DG rel: inhibitors of platelet dense granule secretion, primary screen, cell-based, MLPCN, human platelets; actives 0.22% (n = 300,000); human platelet-rich plasma, SFLLRN dense granule ATP release, luminescence; inhibition, %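 (compounds screened at 7.5 µM in platelet-rich plasma)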;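 active = mean replicate score, as percent of positive control, at or above 50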
RGS4 act: RGS4 potentiators or activators, primary screen, cell-based, HEK293 M3R inducible RGS4, calcium flux. carbachol calcium flux Fluo4; stronger effect = lower value. B-score at 10 µM. actives 0.92% (n = 310,000);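 active = B-score of the integrated calcium signal more than 4 SD below the library mean, with starting fluorescence not abnormally high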;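 note: negative B-score means reduced calcium response which marks RGS4 activation or potentiation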
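Material: Inducible-RGS4 HEK293 cells carrying M3 receptor; also added: carbachol at ECmax as muscarinic agonist stimulus; incubation: compound preincubation 20 min at room temperature before agonist; signal: Fluo4-AM (2 µM) calcium-flux fluorescence, kinetic read; measure: integrated calcium ratio converted to B score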
MrgX1 antagonist: antagonists of human MrgX1 receptor, primary screen, HEK293 cells, Fluo-4 calcium flux | Mas-related G-protein coupled receptor member X1 (Homo sapiens), Q96LB2 | BAM8-22 antagonism; stronger effect = lower value | B-score at 10 µM | actives 1.3% (n = 310,000);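 active = calcium-response B-score plate-corrected more than 3 library SD below zero, starting fluorescence within 5 deviations, no agonist response on first addition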;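 note: peak minus trough fluorescence over baseline after final BAM8-22 challenge near maximal dose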
HIF activator: HIF pathway transcriptional activators, primary screen, cell-based, U2OS HRE-luciferase, luminescence | AID 1910, 2009 | actives 0.32% (n = 300,000) | activation, % at 7.5 µM (by protocol) | U2OS HRE-luciferase reporter; normalized: DMSO 0%, desferrioxamine 100%;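 active = mean activation of at least 10% of the iron chelator positive control signal, with at least half of replicates also reaching 10%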
TRPC4 block: inhibitors of mouse TRPC4 channel, primary screen, Fluo4 calcium, HEK293 TRPC4beta/mu-opioid cells | Short transient receptor potential channel 4 (Mus musculus), Q9QUQ5 | DAMGO-evoked Fluo4 calcium flux; stronger effect = lower value | B-score at 10 µM | actives 0.39% (n = 300,000);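 active = B-score over 3 SD under the library average, no early fluorescence shift, positive overall ratio signal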
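Assay system: TRPC4beta/mu-opioid receptor HEK293 cell line; compound dosing: single concentration per test compound; detection: Fluo4 Ca2+ flux fluorescence; evaluation: per-well B score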
SKKanGAS inh: S. pyogenes SKKanGAS growth inhibitors in kanamycin, primary screen, streptokinase expression inhibitor project, SKKanGAS strain, BacTiter-Glo luminescence; actives 1.3% (n = 300,000); 6 h; AID 1662, 2009; inhibition, % at 7.5 µM;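 active = mean replicate score, as percent of positive control median, at least 50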;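 note: strain carries kanamycin resistance gene driven by streptokinase promoter and grows in 40 µg/ml kanamycin; loss of luminescence reflects streptokinase promoter inhibition or plain growth inhibition; 0% = median of DMSO wells and 100% = positive control at its reference dose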
The depositor's hits bear a star; i = inactive; x = not tested or not shown.

No. | SMILES | SKKanGAS inh | MrgX1 allo act | TRPC6 inh | RGS4 act | MrgX1 agonist | TRPC6 activator | RGS4 block | TRPC4 block | MrgX1 antagonist | Platelet DG rel | HIF activator
1 | Cc1ccc(OCCNC(=O)c2cncc(Br)c2)cc1C | -3 | i | i | i | i | i | i | i | i | 13 | -0.1
2 | S=C(Nc1ccccc1)N1CCc2ccccc21 | 2 | i | i | i | i | i | i | i | i | 7 | -2.7
3 | COc1ccc(CCCc2nnc(SCc3nc4ccccc4c(=O)[nH]3)n2C)cc1 | 3 | i | i | i | i | i | i | i | i | 1 | -0.4
4 | CCc1cccc(NC(=O)CN(C)S(=O)(=O)c2cccc3cccnc23)c1 | -7 | i | i | i | i | i | i | i | i | 3 | 0.4
5 | COC(=O)C1Cc2c([nH]c3ccccc23)C(C(C)C)N1 (centres undefined) | 0 | i | i | i | i | i | i | i | i | -1 | -0.8
6 | CCOc1ccc(-c2nc(CN3CCCCC3CCn3cccn3)c(C)o2)cc1 (centres undefined) | -3 | i | i | i | i | i | i | i | i | 0 | 1.0
7 | O=C(O)CCCC(=O)Nc1ccc(N=Nc2ccccc2)cc1 | -12 | i | i | i | i | i | i | i | i | -2 | -0.1
8 | Nc1nnc(CCOc2ccc(Cl)cc2)s1 | -10 | i | i | i | i | i | i | i | i | 4 | x
9 | O=C(Nc1cccc(Cl)c1)C1CCN(C(=O)c2cccs2)CC1 | 0 | i | i | i | i | i | i | i | i | 1 | 0.0
10 | CSc1nc(-c2ccc(Cl)cc2Cl)[nH]c(=O)c1C#N | 7 | i | i | i | i | 13* | i | i | i | 4 | -0.4
11 | O=C(CC1C(=O)NCCN1CC1CCCCC1)NCc1ccc(F)cc1 (centres undefined) | 0 | i | i | i | i | i | i | i | i | -2 | -0.3
12 | CCN1CCN(Cc2c(O)ccc3c2O/C(=C\c2ccc(C)cc2)C3=O)CC1 | 4 | i | i | i | i | i | i | i | i | -1 | -0.1
13 | O=C(Cc1ccccc1Cl)Nc1ccc(S(=O)(=O)Nc2nccs2)cc1 | -1 | i | i | i | i | i | i | i | i | -5 | 0.0
14 | CCn1c(C(C)NC(C)=O)nc2ccccc21 (centres undefined) | 1 | i | i | i | i | i | i | i | i | 1 | -0.1
15 | Cc1ccnc(NC(=O)C2CCC(CNc3c(N4CCCC4)c(=O)c3=O)CC2)c1 (centres undefined) | -4 | i | i | i | i | i | i | i | i | -6 | 0.3
16 | COc1cc(CC(NC(C)=O)C(=O)NC2CCN(C(=O)C3CC3)CC2)cc(OC)c1 (centres undefined) | 0 | i | i | i | i | i | i | i | i | 1 | -1.3
17 | COC(=O)Nc1c(-c2ccccc2)nc2ccccn12 | 1 | i | i | i | i | i | i | i | i | 6 | 0.2
18 | O=C(COC(=O)c1cc(-c2ccc(Cl)s2)nc2ccccc12)NCc1ccco1 | 21 | i | i | i | i | i | i | i | i | 8 | -0.3
19 | O=C1Nc2ccc(Br)cc2C1=Nc1cccnc1 | -6 | i | i | i | i | i | i | i | i | -1 | 0.1
20 | O=C(NCc1c(O)ccc2ccccc12)c1ccccc1 | 1 | i | i | i | i | i | i | i | i | -8 | 0.9
21 | COc1ccc(C(=O)NNC(=S)NC2CCCCC2)cc1OC | -3 | i | i | i | i | i | i | i | i | -8 | -0.2
22 | Cc1cccc(NC(=O)Cn2c(=O)oc3cc(S(=O)(=O)N4CCCC4)ccc32)n1 | 0 | i | i | i | i | i | i | i | i | -10 | -0.1
23 | Cc1cccc[n+]1C1C(c2ccccc2)C(C#N)=C(C(=C=[N-])C#N)NC1(O)C1CC1 (centres undefined) | -6 | i | i | i | 43* | i | i | x | i | 16 | 0.0
24 | O=C(NCC1CCCO1)c1onc(CSc2ccc(Cl)cc2)c1C(=O)O (centres undefined) | 9 | i | i | i | i | i | i | i | i | 3 | 0.8
25 | COc1ccc(CCC(=O)OCC(=O)Nc2ccc(OC)c(OC)c2)cc1OC | -5 | i | i | i | i | i | i | i | i | 11 | 1.3
26 | c1ccc2c(c1)CCCN2c1nc(N2CCOCC2)nc(N2CCOCC2)n1 | -12 | i | i | i | i | i | i | i | i | 0 | 0.0
27 | CCN(CC)S(=O)(=O)c1ccc(N2CCCC2)c(NC(=O)CC(C)(C)C)c1 | -10 | i | i | i | i | i | i | i | i | -5 | -0.4
28 | CC(C)Cc1nnc(NC(=O)CCC(=O)Nc2ccc3cn[nH]c3c2)s1 | -4 | i | i | i | i | i | i | i | i | 1 | -0.2
29 | O=C(O)[C@H](Cc1ccccc1)NC(=O)N1CCCCCC1 | 0 | i | i | i | i | i | i | i | i | -2 | -0.1
30 | COc1cccc(NC(=O)c2ccccc2N2C(=O)C3C4C=CC(C5CC45)C3C2=O)c1 (centres undefined) | -1 | i | i | i | i | i | i | i | i | 0 | -0.4
31 | CSc1ncccc1C(=O)OCC(=O)c1ccccc1 | 23 | i | i | i | i | i | i | i | i | -5 | -0.1
32 | CC(C)C(=O)Nc1ccc(Br)cc1Cl | -19 | i | i | i | i | i | i | i | i | 1 | 0.3
33 | CS(=O)(=O)N(Cc1ccccc1)c1ccc(C(=O)NCCSCc2ccco2)cc1 | -1 | i | i | i | i | i | i | i | i | 10 | -0.9
34 | COc1ccccc1C(=O)N/N=C/c1ccc(Cl)s1 | -12 | i | i | i | i | i | i | i | i | -10 | 1.5
35 | COc1ccc(NC(=O)CN(C)CC(=O)Nc2ccc3c(c2)CCC3)cc1 | -6 | i | i | i | i | i | i | i | i | 4 | 0.1
36 | CC(C(=O)NCc1ccccc1)N1C(=O)CN(C)C(=O)c2ccccc21 (centres undefined) | -1 | i | i | i | i | i | i | i | i | -3 | 0.3
37 | O=C(COC(=O)COc1cccc(C(F)(F)F)c1)NC1CCCC1 | -2 | i | i | i | i | i | i | i | i | 11 | -0.3
38 | Cc1ccccc1NC(=O)c1c(Cl)nc(C)c(Cl)c1C | -1 | i | i | i | i | i | i | i | i | -5 | -0.1
39 | CN1CCC(OC(=O)COc2ccc(F)cc2)CC1 | -2 | i | i | i | i | i | i | i | i | 3 | 0.0
40 | Cc1nnc(SCC(=O)Nc2ccccc2F)n(N)c1=O | -1 | i | i | i | i | i | i | i | i | 6 | -0.1
41 | CNC(=S)Nc1ccc([N+](=O)[O-])c(C)c1 | -9 | i | i | i | i | i | i | i | i | 25 | 0.4
42 | Cc1cc(C(=O)Nc2cccc3cccnc23)ccc1[N+](=O)[O-] | -9 | i | i | i | i | i | i | i | i | 5 | 1.1
43 | CCC(=O)N1c2ccc(S(=O)(=O)N3CCN(CC)CC3)cc2CC1C (centres undefined) | 10 | i | i | i | i | i | i | i | i | -3 | 1.0
44 | OC(COc1c(Cl)cc(Cl)cc1Cl)CN1CCCCC1 (centres undefined) | -4 | i | i | i | i | i | i | i | i | -3 | x
45 | COc1ccc(C(=O)[C@H]2[C@H]3C(=O)N(c4ccc(OC(C)=O)cc4)C(=O)[C@H]3C3C=CC=NN32)cc1 (some centres undefined) | -2 | i | i | i | i | i | i | i | i | -5 | -0.2
46 | O=C(OCc1nnc(-c2ccccc2)o1)C1CC(=O)N(c2ccccc2)C1 (centres undefined) | 1 | i | i | i | i | i | i | i | i | 4 | 0.0
47 | CN(c1ccccc1C(=O)Nc1cccc(C(F)(F)F)c1)S(C)(=O)=O | 3 | i | i | i | i | i | i | i | i | -5 | -0.5
48 | CC(NCc1ccc2c(c1)OCO2)C(=O)N1CCc2ccccc21 (centres undefined) | 2 | i | i | i | i | i | i | i | i | -22 | 0.5
49 | CC(=O)c1ccccc1OC(=O)c1c(F)cccc1F | -6 | i | i | i | i | i | i | i | i | -1 | -0.7
50 | CCOC(=O)N1CCN(C(=O)CSc2nnc(CNC(=O)c3c(F)cccc3Cl)o2)CC1 | 0 | i | i | i | i | i | i | i | i | 1 | -18

Continued:
No. | SMILES | SKKanGAS inh | MrgX1 allo act | TRPC6 inh | RGS4 act | MrgX1 agonist | TRPC6 activator | RGS4 block | TRPC4 block | MrgX1 antagonist | Platelet DG rel | HIF activator
51 | Cc1csc(NC(=O)CSc2nnnn2C)n1 | -3 | i | i | i | i | i | i | i | i | 0 | 2.6
52 | O=C(CSc1nnc(NC(=O)C2CC2)s1)Nc1ccccc1C(F)(F)F | 0 | i | i | i | i | i | i | i | i | -1 | -0.8
53 | COc1ccc(/C=C/C2=Nc3ccccc3NC(C)(C)C2)cc1OC | -9 | i | i | i | i | i | i | i | i | -14 | 2.0
54 | CCOP(=O)(OCC)C(Nc1ccccc1)c1ccco1 (centres undefined) | -10 | i | i | i | i | i | i | i | i | 4 | -0.1
55 | Oc1cccc(Oc2ncc(C(F)(F)F)cc2Cl)c1 | -6 | i | i | i | i | i | i | i | i | 3 | -0.6
56 | COCCCC1CCN(C(=O)C2CCC(=O)N(CCc3cccc(F)c3)C2)CC1 (centres undefined) | 1 | i | i | i | i | i | i | i | i | 4 | -0.5
57 | CC(C)c1ccc(-c2c(C#N)c(N)nc3c2CCCCC3)cc1 | 23 | i | i | i | i | i | i | i | i | 7 | 268*
58 | Cc1cc(C(F)(F)F)nn2cnnc12 | -3 | i | i | i | i | i | i | i | i | 0 | -0.6
59 | CCOC(=O)C1CN(S(=O)(=O)c2ccccc2)C1 | -4 | i | i | i | i | i | i | i | i | 12 | 0.2
60 | Cc1ccc2cccc(Oc3nnnn3-c3ccccc3)c2n1 | -3 | i | i | i | i | i | i | i | i | -2 | -0.1
61 | CCc1nnc(NS(=O)(=O)c2ccc(N/C=C\C(=O)c3cccc4ccccc34)cc2)s1 | 14 | i | i | i | i | i | i | i | i | -1 | -0.3
